# RmlC RmlD mix: RmlC and RmlD coupled enzyme inhibitors, primary screen, biochemical, 384-well, compound mixtures, retest. RmlC/RmlD coupled enzyme inhibition, 384-well mixture HTS. 110,000 compounds, 0.39% hits. inhibition, % at 5.5 µM; in the data active = inhibition above about 30%, passing the limit was not always enough; also: strong numbers were not always called active
# RT RNaseH block: HIV-1 RT RNase H inhibitors, primary screen, biochemical, fluorescence; inhibition, % at 10 µM; Gag-Pol polyprotein (Human immunodeficiency virus type 1 group M subtype B (isolate …; RT-RNase H RNA/DNA duplex cleavage; AID 565, 2006; 65,000 compounds, 1.9% hits; in the data active = inhibition above about 50%
# Active calls of the source: *; nt = not tested or not shown.
SMILES,RmlC RmlD mix,RT RNaseH block
Cc1cc(C)cc(NC(=O)CN2CCN(c3ncccn3)CC2)c1,12,nt
Oc1csc(Cc2nc(-c3ccc(-c4ccccc4)cc3)cs2)n1,-5,nt
O=c1c2c(nc3nc(Cc4ccccc4)[nH]n13)CCC2,0,-7
O=C1c2ccc3c4c(ccc(c24)C(=O)N1Cc1cccnc1)C(=O)N(Cc1cccnc1)C3=O,-3,nt
CCOc1ccc2nc(NC(=O)CS(=O)(=O)c3ccccc3)sc2c1,-211,0
COCCCNC(=O)CCn1c(=O)c2ccccc2n(CC(=O)Nc2ccccc2C)c1=O,-14,-16
CCCCCCC(=O)N(O)C1CC(=O)N(c2ccc(Br)cc2)C1=O (stereo not given),-5,24
COc1cccc(CNC(=O)C2CCCN(c3nn4c(=O)cc(C)nc4s3)C2)c1OC (stereo not given),3,nt
C#CCn1c(S(=O)(=O)Cc2ccc(OC)cc2)nc(-c2ccccc2)c1-c1ccccc1,59,nt
Cc1ccc(NC2CC(=O)N(Cc3ccccc3)C2=O)cc1 (stereo not given),3,nt
Cc1[nH]c2ccccc2c1Cc1nnc(SCC(=O)NCc2ccco2)o1,-12,-5
CCOC(=O)c1c(C)[nH]c(C(=O)C(C)OC(=O)c2oc3ccccc3c2COC)c1C (stereo not given),9,nt
CS(=O)(=O)N1CCN(Cc2ccccc2C(F)(F)F)CC1,-6,-13
COc1cccc(/C=N/NC(=O)c2cc(-c3cccn3C)n[nH]2)c1,-1,nt
CCc1nccn1S(=O)(=O)c1ccc(OC)c(OC)c1,3,-37
COc1ccc(NC(=O)COC(=O)c2ccc(Br)o2)cc1OC,nt,-4
Clc1ccc(CSc2nnc(-c3sccc3-n3cccc3)o2)cc1,7,nt
CCOC(=O)c1sc(NC(=O)C2CCCO2)c(C(=O)OCC)c1C (stereo not given),nt,23
COc1ccc(S(=O)(=O)N(C)CC(=O)N2CCN(c3ccc(F)cc3)CC2)cc1OC,11,nt
CCCCCn1c(=NC(C)=O)c(C#N)cc2c(=O)n3cccc(C)c3nc21,nt,0
CCOC(=O)c1ccc2nc(C)c3c(c2c1)OC(C)C3 (stereo not given),-3,-63
CC1CCCCN1CC(=O)Nc1ccc(Oc2ccccc2)cc1 (stereo not given),47,nt
CC(C)C(C(=O)Nc1ccc(S(=O)(=O)N2CCOCC2)cc1)N1C(=O)c2ccccc2C1=O (stereo not given),-14,nt
CCCCCC(=O)N1CCCC(c2nc(-c3ccc(OC)cc3)no2)C1 (stereo not given),7,nt
Cc1ccc(-c2noc(CN(C(=O)C(c3ccccc3)c3ccccc3)C(C)C)n2)cc1,3,nt
O=C(OCC(=O)c1ccc[nH]1)c1ccc(S(=O)(=O)N2CCCCCC2)cc1,-6,nt
COc1cc(OC)c2c(-c3ccccc3)cc(=O)oc2c1C(CC(=O)N1CCCC1)c1ccc2c(c1)OCO2 (stereo not given),4,nt
COC(=O)C1=C(Cn2cnc3ccccc32)NC(=O)NC1c1cc(C)ccc1C (stereo not given),-4,2
Cc1ccccc1-c1nc2sc(-c3ccccc3)cc2c(=O)o1,5,nt
CCOc1cc(/C=C(\C#N)c2[nH]nc(N)c2C#N)ccc1O,-7,nt
Cc1c(Cl)cccc1Nc1nc(N)nc(CSc2ncccn2)n1,-10,-70
CN(C)c1nc(N)nc(Cn2ccnc2)n1,4,-5
CCOC(=O)c1ccccc1N/C=C1\CCCC1=O,16,-29
Cc1cccc(OCCCc2c(C)n[nH]c2C)c1,6,-20
CCOC(=O)CSc1nnc(CNC(=O)c2ccccc2OC)n1-c1ccc(OC)cc1,nt,-3
Cn1nccc1C(=O)Nc1ccccc1C(=O)O,7,-21
O=C(NC1CCCCC1)c1ccc(S(=O)(=O)N2CCCCC2)cc1,11,-3
COC(=O)c1c(NS(=O)(=O)Cc2ccccc2)sc2c1CCCC2,-9,nt
Cc1cc(/C=C(\C#N)C(=O)NCc2ccco2)c(C)n1C1CCCC1,-6,nt
O=C(Cn1nnc(-c2ccccc2F)n1)NCCc1ccccc1,-8,3
Cc1onc(-c2c(Cl)cccc2Cl)c1C(=O)NCC1CCCO1 (stereo not given),-7,-2
O=C(NC1CC1)C1=C[C@H](c2coc3ccccc3c2=O)C[C@H](OCc2ccc(CO)cc2)O1,-13,nt
NCC/C=C1/c2ccccc2CSc2ccccc21,14,nt
CCN(CC)S(=O)(=O)c1ccc(S(=O)(=O)Nc2ccc3c(c2)oc2ccccc23)cc1,-70,nt
COC(=O)c1ccccc1NC(=O)C(C)NS(=O)(=O)c1ccc(OC)cc1 (stereo not given),-15,-4
Cc1ccc(S(=O)(=O)NCCCOC(=O)Nc2ccncc2)cc1,6,-2
COC(=O)C1=C(C(=O)OC)[C@@H]2Nc3ccccc3[C@@]23C[C@@H](C(=O)OC)N(C(=O)c2cc(C)oc2C)C3=N1,10,nt
Cc1nnc(SCC(=O)N2CCC(c3noc4ccc(F)cc34)CC2)s1,-3,-3

# Entries listed so far containing bromine:
SMILES,RmlC RmlD mix,RT RNaseH block
CCCCCCC(=O)N(O)C1CC(=O)N(c2ccc(Br)cc2)C1=O (stereo not given),-5,24
COc1ccc(NC(=O)COC(=O)c2ccc(Br)o2)cc1OC,nt,-4

# Continued.
SMILES,RmlC RmlD mix,RT RNaseH block
NC(=O)CSc1nnnn1-c1ccc2c(c1)OCCO2,11,nt
CC(C)n1c(SCCCc2ccccc2)nc2c1c(=O)[nH]c(=O)n2C,-1,56*
COc1ccc(-c2nnc(SCc3nnc(-c4ccc(Cl)cc4)o3)n2-c2ccccc2)cc1,8,-1
Cc1ccc(NC(=O)Cn2c(/C=C/c3ccccc3)nc3ccccc32)cc1C,7,nt
CCn1c(C)cc2c(c1=O)C(c1ccccc1Br)C(C#N)=C(N)O2 (stereo not given),7,-15
COc1ccc(C2C(C(=O)N3CCN(c4ccccc4F)CC3)c3ccccc3C(=O)N2C)cc1 (stereo not given),-13,nt
CCOC(=O)c1cc2c(N)c(C(=O)c3cc(C#N)c(SC)nc3C)sc2nc1C,8,16
Cn1c(C(N)=O)cnc1Sc1ncc(C(F)(F)F)cc1Cl,-15,nt
Cc1nnc(-c2cnn(-c3ccccc3)c2N)n1Cc1ccccc1,-26,nt
CCn1c(CNc2ccc(OC)cc2)nnc1SCC(=O)N1CCCc2ccccc21,-11,-3
CCOC(=O)c1c(N)sc(C(N)=O)c1C,-6,6
O=C(c1cccs1)N1CCc2c([nH]c3ccccc23)C1c1ccc(Cl)cc1 (stereo not given),-44,nt
Cc1cccc(N2C(=O)NC(=O)/C(=C\c3cnn(-c4ccccc4)c3)C2=O)c1,4,nt
COc1ccc(-n2nc(C(=O)NCC(=O)NCc3ccco3)c3ccccc3c2=O)cc1,11,-10
COC(=O)c1sc2ncccc2c1OCc1c(Cl)cccc1Cl,-11,nt
CC1(C)Cc2c(C#N)c(NCCCO)nc(-c3ccccc3)c2CO1,-12,-16
N#Cc1c(/N=C/c2c(O)n(Cc3ccco3)c(=O)[nH]c2=O)sc2c1CCCC2,nt,7
Cc1noc(C)c1COC(=O)C1CC(O)CN1S(=O)(=O)c1ccc(Cl)cc1 (stereo not given),5,0
Cc1occc1C(=O)NC1CCCCCC1,3,-11
O=C(Nc1nc(COc2ccccc2)cs1)C12CC3CC(CC(C3)C1)C2,-22,nt
N#Cc1ccccc1Cn1cc(C(=O)c2cccs2)c2ccccc21,-7,-14
O=C(COc1ccccc1Cl)NCCCN1CCOCC1,-14,-3
CC1Cc2ccccc2N1c1ncnc2c1nnn2Cc1ccccc1 (stereo not given),14,-55
CC1(C(=O)O)Sc2[nH]c(=O)sc2C2c3ccccc3OC(=O)C21 (stereo not given),4,5
CCn1c(C)[n+](CCCS(=O)(=O)[O-])c2cc(Cl)c(Cl)cc21,8,nt
COc1ccccc1N(CCC#N)C(=O)CSc1ccc2c(c1)OCCO2,-30,-29
CCOC(=O)C1NC(=O)CC1c1ccccc1 (stereo not given),5,nt
O=C(CN1CCN(c2ccccn2)CC1)NC1CCCCC1,6,nt
CCCCOC(=O)CCn1c(=S)oc2ccccc21,2,-49
O=C(Nc1nc(-c2ccc(S(=O)(=O)N3CCCCCC3)cc2)cs1)c1cccs1,-3,40
O=C1NCCCCC1NC1CC(=O)N(c2ccccc2)C1=O (stereo not given),-13,-10
CCN1C(=O)C2C(C1=O)N1C(c3ccccc3)C3C(=O)N(CC)C(=O)C3N1C2c1ccccc1 (stereo not given),26,nt
CN=C1CC(C)(C)CC(=O)/C1=C(/O)CCC(=O)NC,-12,-8
O=C(Nc1ccc(N2CCN(Cc3ccccc3)CC2)cc1)c1cccnc1,-7,-2
CCOc1ccccc1C1C(C(N)=O)=C(C)Nc2nc(-c3ccccc3Cl)nn21 (stereo not given),13,-11
Cc1ccnc(NC(=O)Nc2ccc(F)cc2)c1,-1,-9
CCOC(=O)c1cccc(S(=O)(=O)N(CCO)Cc2cc3cc(OC)c(OC)cc3[nH]c2=O)c1,-13,-8
COc1cc(/C=N/NC(=O)c2cccnc2)ccc1OC(=O)c1ccc2c(c1)OCO2,-9,nt
O=C(NNC(=O)c1ccccc1Br)c1cccc(Cl)c1,-4,nt
CCc1ccc2oc(-c3cccc(N)c3)nc2c1,-200,nt
CCOC(=O)/C=c1\s/c(=C(\C#N)C(=O)OCC)n(-c2ccccc2)c1=O,3,29
CC(C)C[C@H](NC(=O)[C@@H](O)[C@H](N)Cc1ccccc1)C(=O)O,10,nt
O=C(NCC1CCC(C(=O)O)CC1)c1cccnc1 (stereo not given),-10,-18
COc1cc(/C=C(\NC(=O)c2ccccc2)C(=O)Nc2cccc(O)c2)c([N+](=O)[O-])cc1OC,-10,nt
CN1CCN(c2nc(C(N)=O)cc(-c3ccccc3)n2)CC1,13,-5
c1cc(CNc2ccc(N3CCOCC3)cc2)ccn1,8,nt
Cc1ccccc1OCc1nnc(SCC(=O)Nc2ccc3c(c2)oc2ccccc23)n1C,12,36
Cc1ccc(CCN2CC(C(=O)NC3CCCC3)CC2=O)cc1 (stereo not given),-1,-25
Cc1nn(-c2ccccc2)c(Cl)c1C(=O)OC(C)C(=O)Nc1ccc2c(c1)OCO2 (stereo not given),-15,nt
Cc1nc(SCC(=O)NCc2ccco2)c2c3c(sc2n1)CCCC3,-6,-43
O=c1nc(-c2ccccc2)cc(-c2ccccc2)[nH]1,2,-1
Cc1nn(Cc2ccc(C(=O)n3cccn3)o2)c(C)c1Br,-33,nt
O=c1cc(O)sc2ccccc12,-13,4
c1coc(CNc2ncnc3sc4c(c23)CCCCC4)c1,18,-19
Cc1nc2cc(O)ccc2n1C,5,-19
CCc1nc(NCCCCCO)c2nnn(Cc3ccccc3F)c2n1,-6,nt
Cc1ccc(CCNc2ccccc2)c[n+]1[O-],-5,-3
COc1ccc(-c2c3c(=O)n(C)c(=O)n(C)c3cn2N2CCOCC2)cc1,16,nt
O=C1C2C(c3ccccc3)CC=CC2[C@H](c2ccoc2)N1Cc1ccccc1 (stereo not given in full),-110,nt
COc1ccc(C2N(c3cc(Cl)ccc3OC)C(=O)C3CCCN32)cc1 (stereo not given),3,-4

# Other entries.
SMILES,RmlC RmlD mix,RT RNaseH block
CC(CCc1ccco1)NC(=O)Cn1nc(Cc2ccncc2)c2ccccc2c1=O (stereo not given),-1,-4
CCC(=O)N1CCc2cc(Br)cc(S(=O)(=O)CC(=O)OC)c21,13,-2
CCOc1cc(S(=O)(=O)N2CCCC2)ccc1Cl,-12,nt
CC1(c2ccccc2)NC(=O)N(CC(=O)Nc2cccc(C#N)c2)C1=O (stereo not given),-6,3
Cc1c(N=Cc2c(O)n(C)c(=O)c3ccccc23)c(=O)n(-c2ccccc2)n1C,-7,nt
Cc1ccc(CNC(=O)C2CC(c3cccc(F)c3)=NO2)cc1 (stereo not given),-27,nt
OCc1nc(CO)n(Cc2ccccc2)n1,7,-1
Cc1cc(=O)oc(C)c1C(=O)NCC(C)NC(=O)c1c(C)cc(=O)oc1C (stereo not given),-75,-2
C/C(Sc1nnc(Cc2ccccc2)o1)=C(/O)c1ccccc1,1,1
Nc1ccc(Nc2nc(-c3ccncc3)cs2)cc1,7,nt
Cn1c(SCc2nc3ccccc3[nH]2)nnc1-c1cccnc1,-11,10
CCCCn1c(SCc2nc3ccccc3s2)nc2cc(S(N)(=O)=O)ccc21,-16,nt
CCOC(=O)N1CCN(c2cc(=O)n(C3CCCCC3)c(=O)[nH]2)CC1,8,-14
CC(=O)Nc1nc(C)c(S(N)(=O)=O)s1,nt,-19
CCOc1ccc(OCC)c(NC(=O)C2CCN(c3ncccn3)CC2)c1,-17,-8
O=c1c2cnn(-c3ccccc3)c2nnn1/N=C/c1cccnc1,5,nt
CC(=O)NCCn1c(C)cc2ccccc21,-10,-5
O=C(CN1C(=O)c2cccc3cccc1c23)Nc1ccc2c(c1)OCO2,4,1

# Entries from the list above that contain a Cl atom (15):
SMILES,RmlC RmlD mix,RT RNaseH block
Clc1ccc(CSc2nnc(-c3sccc3-n3cccc3)o2)cc1,7,nt
Cc1c(Cl)cccc1Nc1nc(N)nc(CSc2ncccn2)n1,-10,-70
Cc1onc(-c2c(Cl)cccc2Cl)c1C(=O)NCC1CCCO1 (stereo not given),-7,-2
COc1ccc(-c2nnc(SCc3nnc(-c4ccc(Cl)cc4)o3)n2-c2ccccc2)cc1,8,-1
Cn1c(C(N)=O)cnc1Sc1ncc(C(F)(F)F)cc1Cl,-15,nt
O=C(c1cccs1)N1CCc2c([nH]c3ccccc23)C1c1ccc(Cl)cc1 (stereo not given),-44,nt
COC(=O)c1sc2ncccc2c1OCc1c(Cl)cccc1Cl,-11,nt
Cc1noc(C)c1COC(=O)C1CC(O)CN1S(=O)(=O)c1ccc(Cl)cc1 (stereo not given),5,0
O=C(COc1ccccc1Cl)NCCCN1CCOCC1,-14,-3
CCn1c(C)[n+](CCCS(=O)(=O)[O-])c2cc(Cl)c(Cl)cc21,8,nt
CCOc1ccccc1C1C(C(N)=O)=C(C)Nc2nc(-c3ccccc3Cl)nn21 (stereo not given),13,-11
O=C(NNC(=O)c1ccccc1Br)c1cccc(Cl)c1,-4,nt
Cc1nn(-c2ccccc2)c(Cl)c1C(=O)OC(C)C(=O)Nc1ccc2c(c1)OCO2 (stereo not given),-15,nt
COc1ccc(C2N(c3cc(Cl)ccc3OC)C(=O)C3CCCN32)cc1 (stereo not given),3,-4
CCOc1cc(S(=O)(=O)N2CCCC2)ccc1Cl,-12,nt

# Assay outcomes from PubChem.

# The list is partial; the hit share may differ from the screen's.
